CHT PAM: allosteric activators of human choline transporter CHT; 310,000 tested, 0.49% active; Q9GZV3; B-score at 10 µM; CHT-expressing cells, membrane potential dye, choline EC20; active compounds read high; LV-AA mutant CHT in HEK293 cells;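 active means initial fluorescence not abnormally high and integrated response B-score, plate-corrected, over 3 SD above library mean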
Target sequence (Q9GZV3 whole entry, looked up): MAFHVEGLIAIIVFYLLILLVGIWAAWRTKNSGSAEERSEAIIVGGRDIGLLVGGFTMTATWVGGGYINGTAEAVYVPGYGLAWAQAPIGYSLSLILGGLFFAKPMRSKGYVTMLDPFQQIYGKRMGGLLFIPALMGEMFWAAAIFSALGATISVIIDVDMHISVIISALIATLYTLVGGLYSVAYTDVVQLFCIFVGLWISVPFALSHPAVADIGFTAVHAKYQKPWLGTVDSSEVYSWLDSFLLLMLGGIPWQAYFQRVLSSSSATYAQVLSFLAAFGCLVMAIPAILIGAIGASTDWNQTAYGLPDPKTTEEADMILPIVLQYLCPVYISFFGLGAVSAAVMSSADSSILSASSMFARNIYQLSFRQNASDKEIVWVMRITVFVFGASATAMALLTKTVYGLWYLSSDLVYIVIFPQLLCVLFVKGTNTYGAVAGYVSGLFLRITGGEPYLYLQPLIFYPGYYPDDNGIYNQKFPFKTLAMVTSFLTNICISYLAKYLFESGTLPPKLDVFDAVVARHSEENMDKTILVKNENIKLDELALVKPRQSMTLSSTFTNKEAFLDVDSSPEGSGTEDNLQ
CHT block: inhibitors of human choline transporter CHT | 310,000 tested, 0.86% active | B-score at 10 µM | AID 488975 | CHT-expressing cells, membrane potential dye, choline response; active compounds read low | Q9GZV3;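 active means B-score over 3 SD under the library average, and starting fluorescence ratio not unusually high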;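 further: choline stimulus applied at its EC90 after an EC20 pre-addition; B-score computed on integrated fluorescence ratio after choline addition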
* = called active by the depositor; i = inactive.

SMILES | CHT PAM | CHT block
CCOc1ccc(CN(C)C(=O)CCN2C(=O)c3ccccc3C2=O)cc1OC | i | i
CCC(=O)N1CCc2cc(Br)cc(S(=O)(=O)N3CCCC(C(=O)NC(C)(C)C)C3)c21 (centres undefined) | i | i
Cc1ccc(S(=O)(=O)N(C)C)cc1NC(=O)c1c(-c2c(F)cccc2Cl)noc1C | i | i
CC(=O)Nc1ccc(Nc2nnc(-c3ccc(C)c(S(=O)(=O)NCCO)c3)c3ccccc23)cc1 | i | i
CCOC(=O)C1(Cc2ccccc2)C(=O)N(CCCN(C)C)c2ccccc21 (centres undefined) | i | i
Cc1cc(C)c(S(=O)(=O)Nc2ccc(O)c(Sc3ncn[nH]3)c2)cc1C | i | i
ONC(=Nc1ccc(Cl)cc1)c1ccc(Cl)cc1 | i | i
Cc1cc(-c2ccc(C(C)C)c(S(=O)(=O)N3CCOc4ccccc43)c2)on1 | i | i
COc1cc(CN2CCN(c3cccc(Cl)c3)CC2)cc(OC)c1OC | i | i
CSc1ccccc1NC(=O)c1c(C)noc1C | i | i
Cc1cccc(C(=O)N2CCN(c3ncnc4c3cnn4-c3ccccc3)CC2)c1 | i | i
c1ccc2nc(N3CCOCC3)c(N3CCOCC3)nc2c1 | i | i
COc1ccc(N2CCN(C(=O)CCCn3c(=S)[nH]c4cc5c(cc4c3=O)OCO5)CC2)cc1 | i | i
CCOC(=O)Cc1csc(SCC(=O)Nc2cc(C)ccc2OC)n1 | i | i
COc1ccc(-c2ccc([C@H]3[C@@H]4C=CCC[C@@]4(C)C(=O)N3Cc3ccccc3)c(F)c2)cc1OC | i | i
Cc1c(Cl)cccc1NC(=O)Cn1nnc(C(=O)NCc2cccs2)c1N | i | i
CCC1CCCCN1CCCNC(=O)Cn1nc(C)n2nc(-c3ccccc3)cc2c1=O (centres undefined) | i | i
CCOC(=O)C1CCN(C(=O)c2cccnc2Oc2ccc(Cl)cc2)CC1 | i | i
CCCCCC(=O)N/N=C(\C)c1ccccn1 | i | i
COC(=O)[C@H](CCSC)NC(=O)Nc1ccc(C(C)=O)cc1 | i | i
Cc1ccc(-c2cnc3ccccc3n2)cc1C | i | i
O=C1[C@H]2CCCC[C@H]2C(=O)N1CCCCN1CCN(c2nsc3ccccc23)CC1 | i | i
Cc1nnsc1Sc1cccc(C(F)(F)F)c1 | i | i
COC(=O)c1ccc2nc(NC(=O)COC(=O)CSc3nc(C)cc(C)n3)sc2c1 | i | i
CC12CC3(C)CC(C)(C1)CC(C(=O)Nc1nn[nH]n1)(C2)C3 | i | i
CC(C)NC(=O)c1onc(CSc2ccc(C(C)C)cc2)c1C(=O)O | i | i
CCCOc1ccc(-c2nnc(N)s2)cc1 | i | i
CCOc1ccc(CC(=O)N/N=C/c2cccnc2)cc1OCC | i | i
O=C(Nc1cccc(-c2nc3ncccc3o2)c1)c1sc2ccccc2c1Cl | i | i
COCCCN1C(=O)N(c2ccccc2)C(=O)C1CC(=O)Nc1ccccc1 (centres undefined) | i | i
C/C(=N\NC(=O)c1cc(Br)ccc1O)c1cccs1 | i | i
Cc1ccc(S(=O)(=O)n2cnc3cc([N+](=O)[O-])ccc32)cc1C | i | i
CCOc1ccc(C(C(=O)NCC2CCCO2)N(C(=O)c2snc(C(N)=O)c2N)c2ccccc2F)cc1 (centres undefined) | i | i
Cc1onc(-c2ccccc2)c1C(=O)N/N=C/C=C/c1ccccc1 | i | i
O=C(Nc1nnc(-c2ccc(F)cc2)o1)c1cc(Cl)sc1Cl | i | -6.8*
CCOC(=O)c1cnc2c(c(C)nn2CC)c1Cl | i | i
Cc1cc(C(=O)NNC(=S)Nc2cccc(C(F)(F)F)c2)nn1C | i | i
CCCC(=O)Nc1ccc2c(c1)nc(CCNC(=O)c1ccccc1)n2C | i | i
COc1ccc(C(=O)C2CCCN(C(=O)Cc3c(C)noc3C)C2)cc1OC (centres undefined) | i | i
S=C(NCc1ccco1)N1CCN(c2ccccn2)CC1 | i | i
Cc1ccc2cc(COC(=O)C3CCCO3)c(=O)[nH]c2c1 (centres undefined) | i | i
N#C/C(=C\C=C\c1ccccc1)C(=O)NCc1ccco1 | i | i
Cc1nc2cc(NC(=O)c3ccc(S(=O)(=O)N(C)c4ccccc4)cc3)ccc2o1 | i | i
CCOC(=O)C1CCN(S(=O)(=O)c2cnc[nH]2)CC1 | i | i
COc1ccc2c(=O)c3c(=O)n(Cc4ccco4)c(-c4ccc(C)cc4)nc3oc2c1 | i | i
Cc1ccnc(NC(=O)C2(c3cccs3)CCOCC2)c1 | i | i
CCOC(=O)C(CC)(CCC(=O)OC)c1csc(Nc2ccccc2O)n1 (centres undefined) | i | i
CCOC(=O)Cc1csc(NC(=O)/C=C/c2ccc(Cl)cc2)n1 | i | i
O=C(NCCc1ccccn1)c1cccc(S(=O)(=O)N2CCCCCC2)c1 | i | i
Cc1cc(NC(=O)CCC(=O)N(c2ccccc2)C(C(=O)NC2CCCC2)c2ccccc2F)no1 (centres undefined) | i | i
Cn1cc([N+](=O)[O-])c(C(=O)Nc2ccc(C3CCCCC3)cc2)n1 | i | i
COc1cc(C(=O)OCC(=O)NC(=O)NC2CCCCC2)cc(Cl)c1OC | i | i
COc1ccc(C)cc1N(CC(=O)O)S(=O)(=O)c1ccc(C)cc1 | i | i
O=C(Nc1cc(Cl)ccc1Cl)c1ccc(OC(=O)c2ccco2)cc1 | i | i
c1cncc(-c2noc(C34CC5CC(CC(C5)C3)C4)n2)c1 | i | i
O=C(NC1CCCC1)C(c1ccc(F)cc1)N(C(=O)c1csnn1)c1ccccc1F (centres undefined) | i | i
Cc1cc(=O)oc(C)c1C(=O)NCc1ccc(F)cc1 | i | i
CCCNS(=O)(=O)/C=C/c1ccccc1 | i | i
COc1ccccc1NC(=O)C1CCCN(S(=O)(=O)c2ccc(-n3cnnn3)cc2)C1 (centres undefined) | i | i
CC1=C(c2ccc(C)cc2)[N+](=O)C(C)(C)N1[O-] | i | i
Continued:
SMILES | CHT PAM | CHT block
CC(=O)NS(=O)(=O)c1ccc(N=NN2CCCCCC2)cc1 | i | i
O=C(Cc1ccccc1)Nc1ccc(NC(=O)c2ccc(Br)cc2)cc1 | i | i
CCc1ccc2nc(N3C(=O)c4oc5ccccc5c(=O)c4C3c3ccc(OC)c(OC)c3)sc2c1 (centres undefined) | i | i
Cc1ccc(Nc2nc3nonc3[nH]c2=O)cc1Cl | i | i
Cc1ccccc1NC(=O)CSc1nnc(C)c2ccccc12 | i | i
CCCCn1c(CN(C)Cc2ccccc2)nc2c1c(=O)n(C)c(=O)n2C | 6.6* | i
O=C1c2ccc(Oc3ccc4c(c3)C(=O)N(CCCO)C4=O)cc2C(=O)N1CCCO | i | i
CCCOc1ccc(/C=C/C(=O)Nc2ccc([N+](=O)[O-])cc2C)cc1 | i | i
COc1ccc(-c2cn(CCO)c(CCN)n2)cc1 | i | i
Cc1ccc(NC(=O)CCN2CCN(C/C=C/c3ccccc3)CC2)cc1 | i | i
COc1ccc(CC(C)NS(=O)(=O)c2ccc3c(c2)CCN3S(C)(=O)=O)cc1OC (centres undefined) | i | i
COCCN(CC1CCCN(C2Cc3ccccc3C2)C1)C(=O)CSC (centres undefined) | i | i
Cc1ccc(-c2nc(NCc3ccco3)n(C(=O)c3ccco3)n2)cc1 | i | i
CC(=O)Nc1ccc(C2(O)COc3ccccc3O2)cc1 (centres undefined) | i | i
Cc1ccc(CNC(=O)COc2ccc(S(=O)(=O)NC(C)C)cc2)cc1 | i | i
Cc1cc(C(F)(F)F)nc(SCCN2CCCCC2)c1C#N | i | i
CCC1CCCCN1CCCNC(=O)C1CCC(=O)N1Cc1ccc(C)cc1 (centres undefined) | i | i
CCC(C)(C(=O)NC1CCCC1)N(Cc1cccs1)C(=O)Cc1cccs1 (centres undefined) | i | i
O=S1(=O)CC(O)C(Nc2ccccc2Cl)C1 (centres undefined) | i | i
Cc1onc(-c2c(Cl)cccc2Cl)c1C(=O)NCCCN1CCOCC1 | i | i
Cc1ccc(S(=O)(=O)N/N=C/c2cc(Br)c(C)o2)cc1 | i | i
COc1cc(OC)cc(C(=O)N2CCC(n3c(C)nc4cc(F)ccc43)CC2)c1 | i | i
CN(C)c1cccc(C(=O)NCc2ccccc2)c1 | i | i
O=C(Cc1cccs1)N(Cc1ccco1)C1(C(=O)NC2CCCCC2)CCCCC1 | i | i
COc1ccc([N+](=O)[O-])cc1NC(=S)NC(NC(=O)Cc1ccc(OC)c(OC)c1)C(Cl)(Cl)Cl (centres undefined) | i | i
C/C(=N\NC(=O)C1COc2ccccc2O1)c1ccc(C)o1 (centres undefined) | i | i
COc1ccc2[nH]c(C(=O)N/N=C/c3ccc(O)cc3O)cc2c1 | i | i
O=C(Cn1c(=O)[nH]c2ccccc2c1=O)N1CCN(Cc2ccc3c(c2)OCO3)CC1 | i | i
Cc1ccc(-c2nnc(SCC(=O)NNC(=O)COc3ccccc3C)n2C)cc1 | i | i
[O-][n+]1c2c(c3c4non(O)c4ccc31)CCCC2 | i | i
COc1cccc(NC(=O)NCCc2ccc(Cl)cc2)c1 | i | i
C/C(CC(=O)Nc1ccc(Cl)c(Cl)c1)=N\NC(=O)Cc1ccccc1 | i | i
O=C(O)c1cnc2ccccc2n1 | i | i
Cc1nn(C)cc1S(=O)(=O)N1CCN(Cc2cccc(Cl)c2)CC1 | i | i
Cc1ccc(S(=O)(=O)NC(=S)NC2CCCCC2)cc1 | i | i
COc1ccccc1N1CCN(/N=C/c2ccc(O)cc2O)CC1 | i | i
N#Cc1cccc(NC(=O)CSc2nnc(-c3n[nH]c4ccccc34)o2)c1 | i | i
COc1ccc(/C(N)=N/OC(=O)/C=C/c2ccccc2)cc1 | i | i
CCOc1ccccc1NC(=O)COC(=O)C1CCC1 | i | i
OCCC1CN(Cc2cccn2-c2ncccn2)CCN1C1CCCC1 (centres undefined) | i | i
O=C(NCc1ccncc1)c1ccc(S(=O)(=O)Nc2ccccc2)cc1 | i | i
O=C(CSc1n[nH]c(=O)n1C1CC1)c1ccc2c(c1)OCCO2 | i | i
CCCCn1c(N)c(N(CCC(C)C)C(=O)c2cccc(-n3cnnn3)c2)c(=O)[nH]c1=O | i | i
COc1ccccc1-n1nnnc1SC(C)C(=O)NC1CCCC1 (centres undefined) | i | i
O=C1N/C(=N/O)S/C1=C/c1cccc([N+](=O)[O-])c1 | i | i
O=C(O)c1cccc(S(=O)(=O)NCCc2ccccc2)c1 | i | i
COc1ccccc1N1CCN(C(=O)CSc2nc3ccccc3nc2N2CCCCC2)CC1 | i | i
O=C(O)c1cnn(-c2nc(-c3ccc(F)cc3)cs2)c1C(F)(F)F | i | i
COC(=O)C(CCSC)NC(=O)c1cccc([N+](=O)[O-])c1 (centres undefined) | i | i
CCCN(CCC)Cc1c(C(=O)N/N=C/c2ccncc2)nnn1-c1nonc1N | i | i
CCNC(=S)N1CCN(CCNC2=CC(=O)CC(C)(C)C2)CC1 | i | i
CC(C)c1nnc(NC(=O)CS(=O)(=O)Cc2ccccc2)s1 | i | i
CCN(CC(=O)Nc1cccc(C(C)=O)c1)S(=O)(=O)c1ccc(C)cc1 | i | i
COC(=O)c1ccc2c(=O)n(CC3CCCO3)c(=S)[nH]c2c1 (centres undefined) | i | i
CC(C)(C)CC(=O)NCc1ccc(F)cc1 | i | i
Cc1cc(C)c(NC(=O)CNC(=O)COC(=O)CNC(=O)c2ccc(Cl)cc2Cl)c(C)c1 | i | i
Cc1cc(NC(=S)Nc2ccc(C)c(Cl)c2)n[nH]1 | i | i
O=C1N[C@@H](Cc2ccccc2)C(=O)N2[C@H]1C[C@]1([C@]34C[C@H]5C(=O)N[C@@H](Cc6ccccc6)C(=O)N5[C@H]3N(S(=O)(=O)c3ccccc3)c3ccccc34)c3ccccc3N(S(=O)(=O)c3ccccc3)[C@H]21 | i | i
O=C1C(Cl)=C(Nc2ccc3cn[nH]c3c2)C(=O)c2ccccc21 | i | i
CCC(=O)Oc1ccc(C(=O)Nc2ccc([N+](=O)[O-])cc2)cc1 | i | i
(continued)
SMILES | CHT PAM | CHT block
CCn1c(Cc2ccc(OC)cc2)nnc1SCC(=O)NC1CCCCC1 | i | i
COc1ccc(C2N(C(=O)CN3CCOCC3)CCN2S(=O)(=O)c2ccccc2)cc1 (centres undefined) | i | i
O=C(N1CCCCC1)N1CCN(C(c2ccccc2)c2ccccc2)CC1 | i | i
COc1ccc(NS(=O)(=O)c2cc(NC(=O)c3cccnc3Cl)ccc2N2CCCC2)cc1 | i | i

In the list so far, 14 contain an aryl thioether with sulfur outside any ring:
SMILES | CHT PAM | CHT block
Cc1cc(C)c(S(=O)(=O)Nc2ccc(O)c(Sc3ncn[nH]3)c2)cc1C | i | i
CSc1ccccc1NC(=O)c1c(C)noc1C | i | i
CCOC(=O)Cc1csc(SCC(=O)Nc2cc(C)ccc2OC)n1 | i | i
Cc1nnsc1Sc1cccc(C(F)(F)F)c1 | i | i
COC(=O)c1ccc2nc(NC(=O)COC(=O)CSc3nc(C)cc(C)n3)sc2c1 | i | i
CC(C)NC(=O)c1onc(CSc2ccc(C(C)C)cc2)c1C(=O)O | i | i
Cc1ccccc1NC(=O)CSc1nnc(C)c2ccccc12 | i | i
Cc1cc(C(F)(F)F)nc(SCCN2CCCCC2)c1C#N | i | i
Cc1ccc(-c2nnc(SCC(=O)NNC(=O)COc3ccccc3C)n2C)cc1 | i | i
N#Cc1cccc(NC(=O)CSc2nnc(-c3n[nH]c4ccccc34)o2)c1 | i | i
O=C(CSc1n[nH]c(=O)n1C1CC1)c1ccc2c(c1)OCCO2 | i | i
COc1ccccc1-n1nnnc1SC(C)C(=O)NC1CCCC1 (centres undefined) | i | i
COc1ccccc1N1CCN(C(=O)CSc2nc3ccccc3nc2N2CCCCC2)CC1 | i | i
CCn1c(Cc2ccc(OC)cc2)nnc1SCC(=O)NC1CCCCC1 | i | i

High-throughput results: PubChem, Johns Hopkins Ion Channel Center
